NSD2 inh: NSD2 histone methyltransferase inhibitors, primary screen, biochemical, AlphaScreen, single concentration, set 2 | inhibition, % at 12.5 µM | AID 743445, 2014 | NSD2 peptide methylation, 120 min | 310,000 compounds, 0.54% hits; in the data active = inhibition above about 50%
Target sequence (O96028 whole entry, looked up): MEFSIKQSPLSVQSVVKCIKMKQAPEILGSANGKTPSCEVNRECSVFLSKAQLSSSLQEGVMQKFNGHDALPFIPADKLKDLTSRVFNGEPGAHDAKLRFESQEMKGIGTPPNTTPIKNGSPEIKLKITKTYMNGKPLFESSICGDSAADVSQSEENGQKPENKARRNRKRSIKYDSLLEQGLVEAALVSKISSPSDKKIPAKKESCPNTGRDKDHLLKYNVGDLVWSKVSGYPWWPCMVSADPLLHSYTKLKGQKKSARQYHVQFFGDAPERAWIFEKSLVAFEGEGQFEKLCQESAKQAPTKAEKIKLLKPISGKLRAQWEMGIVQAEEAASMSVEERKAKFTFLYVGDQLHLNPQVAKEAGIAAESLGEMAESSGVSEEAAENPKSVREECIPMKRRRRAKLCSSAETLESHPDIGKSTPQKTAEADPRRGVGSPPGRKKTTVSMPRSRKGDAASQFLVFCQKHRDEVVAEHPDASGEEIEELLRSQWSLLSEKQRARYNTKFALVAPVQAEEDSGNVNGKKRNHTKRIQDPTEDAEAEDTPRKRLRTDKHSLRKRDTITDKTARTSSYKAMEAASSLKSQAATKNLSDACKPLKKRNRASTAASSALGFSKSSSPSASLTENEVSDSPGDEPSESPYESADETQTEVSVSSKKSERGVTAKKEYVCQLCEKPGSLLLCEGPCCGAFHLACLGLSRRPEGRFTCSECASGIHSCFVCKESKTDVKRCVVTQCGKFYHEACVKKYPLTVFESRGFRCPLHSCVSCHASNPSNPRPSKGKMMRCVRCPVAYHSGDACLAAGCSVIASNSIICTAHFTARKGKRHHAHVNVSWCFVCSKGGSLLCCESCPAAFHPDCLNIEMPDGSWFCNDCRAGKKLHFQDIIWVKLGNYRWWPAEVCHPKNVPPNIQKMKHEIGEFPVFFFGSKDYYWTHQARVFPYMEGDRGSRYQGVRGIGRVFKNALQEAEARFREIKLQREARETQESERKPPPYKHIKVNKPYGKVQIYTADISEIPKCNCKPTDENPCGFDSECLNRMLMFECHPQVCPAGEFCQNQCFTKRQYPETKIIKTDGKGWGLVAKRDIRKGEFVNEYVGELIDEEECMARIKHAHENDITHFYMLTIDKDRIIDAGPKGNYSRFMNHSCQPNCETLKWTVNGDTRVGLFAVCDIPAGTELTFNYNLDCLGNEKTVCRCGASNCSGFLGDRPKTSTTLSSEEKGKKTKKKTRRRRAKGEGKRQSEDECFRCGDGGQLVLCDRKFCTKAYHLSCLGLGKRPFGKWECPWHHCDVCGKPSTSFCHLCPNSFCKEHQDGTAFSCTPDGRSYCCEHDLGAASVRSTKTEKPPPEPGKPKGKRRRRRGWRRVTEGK
An asterisk follows results filed as active. The list is partial; count on the stated rates, not on these rows.

SMILES | NSD2 inh
COc1ccc(-n2c(SCC(=O)NN=Cc3c(O)ccc4ccccc34)nnc2-c2ccc(C(C)(C)C)cc2)cc1 | 0
CCCC1CCC2(CC1)CCC2OC(=S)Nc1ccc(I)cc1 (centres undefined) | -2
CCOC(=O)[C@@H](NC(=O)[C@@H]1CC=C[C@@H]2CCN(Cc3ccc(Cl)cc3)C(=O)[C@@H]21)C(C)C | 2
COCC(=O)N1CCC(C(=O)NCC2COc3ccccc3O2)CC1 (centres undefined) | -2
Cn1c(=O)c2cc(NC(=O)NCCc3ccccc3)ccc2n1Cc1ccccc1 | -1
O=C1CSc2ccc(C(=O)N3CCCC(C(=O)N4CCCCC4)C3)cc2N1 (centres undefined) | 8
COc1ccc(-n2c(SCC(=O)Nc3ccc(S(=O)(=O)Nc4nccs4)cc3)nnc2-c2ccccc2)cc1 | 7
Cc1ccc(S(=O)(=O)NC(=O)C2(C)CCN2C(=O)c2ccccc2)cc1 (centres undefined) | -5
Cc1ccc(-c2cc(C(=O)NN=Cc3c(O)ccc4ccccc34)[nH]n2)cc1C | 0
O=C(CSc1nnc(-c2ccc(Cl)cc2)n1-c1ccccc1)Nc1ccc(Oc2ccccc2)cc1 | 0
O=C(/C=C/c1ccccc1)Oc1ccccc1O | 2
Cc1cc(-c2n[nH]c(=S)n2N=Cc2ccc(O)cc2)n[nH]1 | -9
COc1ccc(-n2c(COc3ccc(C)cc3)nnc2SCC(=O)Nc2ccc(S(=O)(=O)Nc3cc(C)nc(C)n3)cc2)cc1 | 2
Cn1c(SCC(=O)NCc2ccccc2)nc2c([nH]c3ccccc32)c1=O | 0
COc1ccc(-n2c(COc3ccccc3)nnc2SCC(=O)Nc2ccc(OCc3ccccc3)cc2)cc1 | 1
COc1ccccc1/C=N/NC(=O)c1ccc(NC(=O)c2cccc([N+](=O)[O-])c2)cc1 | -9
COCCNc1nc(Oc2cncc(Cl)c2)c2sccc2n1 | 2
Cc1ccc(Cn2cc(COC(=O)NCCc3c[nH]c4ccccc34)nn2)cc1 | 0
O=C(COC(=O)c1cc(Cl)nc(Cl)c1)NC1CCCCC1 | -1
O=C(CSc1nnc(-c2cccnc2)n1-c1ccccc1)c1ccccc1Cl | -1
CC(=O)COc1nc2c(c(-c3ccco3)c1C#N)CCc1ccccc1-2 | -4
Cc1ccc(OCCOc2ccc(Cl)cc2Cl)c(Br)n1 | -2
CCn1c(Cc2cccs2)nnc1SCC(=O)Nc1ccc(OCc2ccccc2)cc1 | 1
Cc1ccc(OCCN2CCC2(C)C(=O)Nc2ccc3c(c2)OCO3)cc1 (centres undefined) | 1
CC(=O)c1ccc(N2C(=O)C3C(C2=O)C(C(=O)c2ccc(Cl)cc2)N2CCCC32)cc1 (centres undefined) | -1

Two compounds picked at random from the list so far:
SMILES | NSD2 inh
O=C(/C=C/c1ccccc1)Oc1ccccc1O | 2
Cc1ccc(-c2cc(C(=O)NN=Cc3c(O)ccc4ccccc34)[nH]n2)cc1C | 0

Other entries follow.
SMILES | NSD2 inh
O=C(Cn1c(COc2ccccc2)nc2ccccc21)Nc1cc(Cl)c(Cl)cc1Cl | -3
O=C(CCC(=O)N1CCN(C2c3ccccc3-c3ccccc32)CC1)Nc1nnc(C(F)(F)F)s1 | 3
COc1cccc(OC)c1NC(=O)OC1CCC12CCC(c1ccccc1)CC2 (centres undefined) | -4
Cc1c(C(=O)NN2CCCCC2)nn(-c2ccc(Cl)cc2Cl)c1-c1ccc(Cl)cc1 | 1
O=C(NCCc1ccc(F)cc1)c1ccc2c(c1)ncn2C1CCCCC1 | -4
CC(C)C(=O)N1CCCC1(C)C(=O)NCc1ccccn1 (centres undefined) | 0
CCNC(=O)CCc1nc(-c2ccc(C(C)C)cc2)no1 | -3
CC(C)C(NC(=O)[C@H](Cc1ccccc1)NC(=O)OCc1ccccc1)P(=O)(O)OC(Cc1ccccc1)C(=O)O (some centres undefined) | 20
COC(=O)C1CCN(C(=O)C2CC(=O)N(c3ccc(OC)cc3)C2c2ccc(OC)cc2)CC1 (centres undefined) | -5
COc1ccc(-c2nc(NC(=O)CSc3nnc4ccccn34)ns2)cc1 | 2
COc1ccc(C(=O)Nc2ccc3nc4n(c(=O)c3c2)CCCC4)cc1[N+](=O)[O-] | -1
Cc1ccc(-c2nnc(SCC(=O)c3ccc(O)c(O)c3)n2-c2ccc(Cl)cc2)cc1 | -1
CCN(CC)c1ccc(NC(=O)CSc2nnc(SCc3ccc(Cl)cc3)s2)cc1 | 1
Cc1ccc(C)c(NC(=O)C2CCCN2S(=O)(=O)c2cccc3cccnc23)c1 (centres undefined) | -2
Cn1c(NCCN2CCCC2)nc2cc(-c3ccsc3)sc2c1=O | 4
COc1ccc(C(=O)NCCCN2CCCC2=O)cc1S(=O)(=O)N1CCOCC1 | -4
COC(=O)CN1CCN(C(=O)c2nocc2C)CC1 | -1
Cc1ccc2c(c1)c1ncnc(N3CCC4(CC3)OCCO4)c1n2C | 2
C=Cc1ccc(CC2(C)C(=O)Nc3ccc(-c4cccnc4)cc32)cc1 (centres undefined) | 3
COc1ccc(OC)c(NC(=O)C2C3CCC(O3)C2C(=O)O)c1 (centres undefined) | -7
COc1ccccc1NC(=O)C1=C(C)NC(SCC(=O)c2ccc(C)cc2)=C(C#N)C1c1ccco1 (centres undefined) | -1
CCn1c(COc2ccccc2)nnc1SCC(=O)Nc1ccc(Oc2ccccc2)cc1 | 0
COc1cc(C=Nn2c(-c3n[nH]c4c3CCC4)n[nH]c2=S)ccc1OCc1ccccc1 | 3
CCCC1CCC2(CCCN2CCOC(=O)Nc2cccc(Cl)c2)CC1 (centres undefined) | 1
O=[N+]([O-])c1ccccc1C=Nn1c(-c2cc(-c3ccccc3)n[nH]2)n[nH]c1=S | 2

Taken from above:
O=C(Cn1c(COc2ccccc2)nc2ccccc21)Nc1cc(Cl)c(Cl)cc1Cl in NSD2 inh: -3
Cc1ccc(C)c(NC(=O)C2CCCN2S(=O)(=O)c2cccc3cccnc23)c1 (centres undefined) in NSD2 inh: -2
CC(C)C(NC(=O)[C@H](Cc1ccccc1)NC(=O)OCc1ccccc1)P(=O)(O)OC(Cc1ccccc1)C(=O)O (some centres undefined) in NSD2 inh: 20

Returning to the listing, repeating the 7 entries before the break.
SMILES | NSD2 inh
C=Cc1ccc(CC2(C)C(=O)Nc3ccc(-c4cccnc4)cc32)cc1 (centres undefined) | 3
COc1ccc(OC)c(NC(=O)C2C3CCC(O3)C2C(=O)O)c1 (centres undefined) | -7
COc1ccccc1NC(=O)C1=C(C)NC(SCC(=O)c2ccc(C)cc2)=C(C#N)C1c1ccco1 (centres undefined) | -1
CCn1c(COc2ccccc2)nnc1SCC(=O)Nc1ccc(Oc2ccccc2)cc1 | 0
COc1cc(C=Nn2c(-c3n[nH]c4c3CCC4)n[nH]c2=S)ccc1OCc1ccccc1 | 3
CCCC1CCC2(CCCN2CCOC(=O)Nc2cccc(Cl)c2)CC1 (centres undefined) | 1
O=[N+]([O-])c1ccccc1C=Nn1c(-c2cc(-c3ccccc3)n[nH]2)n[nH]c1=S | 2
CC(C)(N[C@@H](Cc1ccccc1)C(=O)NCCCc1ccccc1)C(=O)NCc1ccccc1 | -3
CCn1c(SCC(=O)Nc2cc(NC(C)=O)ccc2OC)nnc1-c1ccncc1 | 11
CCN(C(=O)CSc1nnc(-c2cccnc2)n1Cc1ccco1)c1ccccc1C | 2
COc1ccsc1S(=O)(=O)Nc1ccc(C(O)(C(F)(F)F)C(F)(F)F)cc1 | -2
Cc1ccc(NC(=O)Cc2cccc(OC(F)F)c2)c(S(=O)(=O)N2CCOCC2)c1 | 0
Cn1c(=O)[nH]c(=O)c2c1nc(N1CCCC1)n2CCSc1nc2ccccc2[nH]1 | 1
CCN(Cc1ccccc1)C(=O)C1C2C=CC3(CN(Cc4ccccc4)C(=O)C13)O2 (centres undefined) | -4
CSc1cnn(CCC#N)c(=O)n1 | 4
CN(Cc1ccccc1)S(=O)(=O)c1cccc(C(=O)OCc2cccc(C(F)(F)F)c2)c1 | -3
Cc1ccc2nc(-c3ccc(NC(=O)CSc4nnc(-c5ccccc5)n4Cc4ccco4)cc3)sc2c1 | 3
O=C(CSc1nnc(-c2ccccc2)n1Cc1ccco1)Nc1ccc(OCc2ccccc2)cc1 | -1
NCCC(=O)Nc1ccc(Cl)cc1C(=O)c1ccc[nH]1 | 0
CCOc1ccc(-n2c(SCC(=O)Nc3ccc(S(=O)(=O)Nc4cc(C)nc(C)n4)cc3)nnc2-c2ccc(C)cc2)cc1 | 4
CCCNC(=O)C1(C)CCCN(Cc2ccccc2C#N)C1 (centres undefined) | -2
CN(C)S(=O)(=O)c1ccc2nc(COCc3nc4ccc(S(=O)(=O)N(C)C)cc4[nH]3)[nH]c2c1 | 37
CCCNC(=O)C1(C)CCN(Cc2cc3ccccc3o2)C1 (centres undefined) | -1
CCN(CC)C(=O)CSc1nnc(-c2ccc(C(C)(C)C)cc2)n1-c1ccc(Cl)cc1 | -2
O=C(NCCCN1CCN(c2ccc(F)cc2)CC1)Nc1ccccc1 | -1
O=C(CN1CCC(NC(=O)NCc2ccccc2)CC1)Nc1ccc2c(c1)OCCO2 | -3
O=c1c2ccccc2cnn1Cc1n[nH]c(=S)n1-c1ccc(Cl)cc1Cl | 17
CCOC(=O)c1cccc(NC(=O)CN(C)S(=O)(=O)c2ccco2)c1 | 2
Cc1ccc(S(=O)(=O)N2CCC(C(=O)NCc3cccs3)CC2)cc1 | -4
O=c1oc2cc(OCc3ccc(F)cc3F)ccc2cc1-c1ccc2ccccc2n1 | -1
Cc1ccc(C)c(OCCCC(=O)Nc2ccc(N3CCOCC3)cc2)c1 | -41
CC(C)(C)c1ccc(S(=O)(=O)N2CCC(c3cn4ccccc4n3)CC2)cc1 | 4
SMILES | NSD2 inh
COCCNc1nc2cc(-c3ccccc3OC)sc2c(=O)n1C | 0
Cc1ccccc1Nc1nnc(SCC(=O)NC(=O)Nc2ccc3c(c2)OCCO3)s1 | 0
CC(C)Cn1c(=O)cc(N2CCN(c3cccc(C(F)(F)F)c3)CC2)[nH]c1=O | 0
Cn1cccc1C(=O)N1CCN(S(=O)(=O)c2cccs2)CC1 | -1
O=C(CN1CCN(c2nc(-c3ccccc3)cs2)CC1)Nc1ccc(Cl)c(Cl)c1 | -1
O=C(Nc1ccc(Cl)c(Cl)c1)Nc1cc(C(=O)NC2CC2)ccc1Cl | -4
CC(=O)N1CCN(C(=O)c2ccc(CNC(=O)c3cccc(Br)c3)cc2)CC1 | 3
O=C(NCCc1ccccn1)c1ccc2c(c1)ncn2C1CCCCC1 | -1
Cc1cncc(NCc2cccc(Cl)c2)n1 | 1
COC(=O)CSc1nnc(-c2ccc(NS(=O)(=O)c3c(C(C)C)cc(C(C)C)cc3C(C)C)cc2)o1 | 0
O=C(CCCCCN1C(=O)C2C3C=CC(C3)C2C1=O)Nc1cc(F)cc(F)c1 (centres undefined) | -1
O=C(NC1CCCCN(Cc2ccc(Cl)cc2)C1=O)c1cccc([N+](=O)[O-])c1 (centres undefined) | 4
O=C(NCCN1CCC(Cc2ccccc2)CC1)C1CCCN(S(=O)(=O)c2cccs2)C1 (centres undefined) | -2
CCNc1nnc(-c2ccccc2OC)s1 | -4
COc1ccc(-c2nnc(SCC(=O)Nc3ccc4cn[nH]c4c3)n2Cc2ccco2)cc1 | -1
O=C(C1CCN(S(=O)(=O)c2ccc3[nH]c(=O)oc3c2)CC1)N1CCCC1 | -6
COc1cccc(-c2nnc(SCC(=O)Nc3cccc4ccccc34)n2Cc2ccco2)c1 | 2
CC(C)CNC(=O)OCc1cn(Cc2cccc(F)c2F)nn1 | 1
CCOC(=O)c1cccc(NC(=O)CN(C)S(=O)(=O)c2ccc(F)cc2)c1 | -1
CC(C)C[C@H](NC1(C(=O)NC2CCCCC2)CCCCC1)C(=O)NCCc1c[nH]c2ccccc12 | -3
COc1ccc(-n2ccnc2SCC(=O)c2c(N)n(C3CC3)c(=O)[nH]c2=O)cc1 | -5
CCCCc1ccc2nc(NC(=O)c3cccs3)sc2c1 | -4
COc1ccc(-c2cc(-c3nnc(SCC(=O)NC4CCCCC4)n3N)[nH]n2)cc1 | -4
O=C(NCc1ccc(F)cc1)C1CCCN1S(=O)(=O)c1ccc(F)cc1 (centres undefined) | 0
Cc1ccccc1CS(=O)(=O)Cc1ccc(C(=O)Nc2ccccc2C)o1 | -1
SMILES | NSD2 inh
Oc1ccc(/C=C/c2c(F)cccc2F)c2cccnc12 | -2
C=CCOC(=O)C1=C(C)N=c2sc(=C3C(=O)N(CC(=O)O)c4ccccc43)c(=O)n2C1c1ccc(OC)cc1 (centres undefined) | 5
CCN(CC)c1nc(C)nc2c1nnn2Cc1ccccc1 | -2
COc1ccc(CN2CCC(CNC(=O)NC3CCC(C)CC3)CC2)cc1 (centres undefined) | -8
COc1ccc(C(C(=O)N(C)C2CCCC2)N(Cc2ccc(F)cc2)C(=O)c2csc3ccc(Cl)cc23)cc1OC (centres undefined) | 2
COc1ccc(N2CCN(C(=O)Cn3nnc(-c4ccc(N(C)C)cc4)n3)CC2)cc1 | -1
Cc1cc2ncn(-c3ncnc4sc5c(c34)CCCC5)c2cc1C | 2
COc1ccc2ccccc2c1C=NNC(=O)CN1CCN(Cc2ccccc2)CC1 | 5
COc1cccc(-c2c3c([nH]c(=O)c2C#N)CCc2cc(OC)ccc2-3)c1 | -4
O=C(Nc1ccc2[nH]ccc2c1)c1cc(-c2ccc(Cl)cc2)nc2ccccc12 | 2
CC(=O)N1CCc2cc(S(=O)(=O)NCCC(=O)N3CCCC3)ccc21 | -3
O=C(c1cccnc1)N1CCN(c2ccccc2Cl)CC1 | 9
COC(=O)c1ccc(S(=O)(=O)N2CCC(NC(=O)CCc3ccccc3)CC2)cc1 | -2
CC(C)OCCc1cccc[n+]1[O-] | -4
Cc1ccc(N(C)S(=O)(=O)c2cccc(C(=O)OCC(=O)N(C)Cc3ccccc3)c2)cc1 | -4
O=C(C1CCCN1S(=O)(=O)c1ccc(Cl)s1)N1CCN(c2ccccc2)CC1 (centres undefined) | -2
O=C(CSc1nnc(-c2cnccn2)n1-c1ccccc1)Nc1ccc2c(c1)OCCO2 | 1
CCn1c2ccccc2c2cc(NC(=O)COC(=O)c3cccc(F)c3F)ccc21 | 0
CCOc1ccccc1OCCCC(=O)N1CCN(S(=O)(=O)c2ccccc2C#N)CC1 | -2
COc1ccc(N2CCCN(CC(=O)Nc3ccccc3C)CC2)cc1 | 14
COc1ccccc1/C=N/NC(=Nc1ccc(C)cc1)c1nc2ccccc2s1 | -3
COc1ccc(-c2nnc3ccc(SCC(=O)Nc4cc(C)on4)nn23)cc1 | -3
Cc1ccc(-n2c(SCC(=O)Nc3ccc(S(=O)(=O)Nc4nccs4)cc3)nnc2-c2cccs2)cc1 | 1

Compound activity from PubChem BioAssay.
